Assay outcomes as filed in PubChem.
WT yeast gro inh = growth inhibition of WT yeast, mitochondrial fusion screen; actives 2.1% (n = 190,000); inhibition, % at 10 µM; AID 1362; mitochondrial fusion phenotypic screen, WT strain; in the data active = inhibition above about 58%; tested in S. cerevisiae
SV40 large T antigen = SV40 large T antigen inhibitors, biochemical (AID 1903); inhibition, % at 20 µM; hits with a dose series show IC50 in µM; SV40 large T antigen ATPase/helicase inhibition assay; higher % means a stronger effect; actives 0.39% (n = 310,000); in the data active = a potency from the dose series; inconclusive = inhibition mostly from about 32% at the one dose, without a potency; inactive = the rest, 99 in 100 with inhibition below about 32%; note: strong numbers were not always called active
MgcRacGAP inhibition = MgcRacGAP GTPase-activating activity inhibitors, confirmation, biochemical, ADP Hunter fluorescence; MgcRacGAP-stimulated Rac1 GTP hydrolysis, ADP Hunter fluorescence; higher % means a stronger effect; GST-tagged Rac1 F28L mutant substrate; inhibition, % at 30 µM; hits with a dose series show IC50 in µM; actives 0.6% (n = 340,000); AID 624330;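 active = first-screen hits whose inhibition reached a set limit at any dose in the follow-up dose series; inconclusive = inhibition above the set first-screen limit but never retested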;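 note: fluorescence reports GDP produced by GAP-driven GTP hydrolysis; strong numbers were not always called active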
RSV antiviral HEp-2 = inhibition of RSV-induced cytopathic effect – HEp-2 cells, primary 10 µM value included (AID 2391); one-dose CPE inhibition, % at 10 µM; IC50 in µM for titrated hits; actives 0.13% (n = 310,000); HEp-2 cells, RSV-induced CPE inhibition; higher % means a stronger effect; in the data active = a potency from the dose series; inconclusive = CPE inhibition mostly from about 23% at the one dose, without a potency; inactive = the rest, 99 in 100 with CPE inhibition below about 21%; note: strong numbers were not always called active
PhoP inhibition = PhoP-dependent GFP reporter repression – Salmonella Typhimurium, primary screen (AID 1863). actives 0.16% (n = 300,000). one-dose inhibition, % at 50 µM; IC50 in µM for titrated hits. S. Typhimurium PhoP-regulated promoter GFP reporter, 4 h; higher % means a stronger effect;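 active = inhibition over 29.93%, a cutoff 3 SD above the screen mean, later confirmed by dose response; inconclusive = inhibition over 29.93% but no dose response follow-up; inactive = inhibition at most 29.93% or unconfirmed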;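 note: 0% = low Mg2+ inducing control and 100% = high Mg2+ repressing control; strong numbers were not always called active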
bCat nuc transl = alters nuclear translocation of beta-catenin in HeLa cells; immunofluorescence imaging; nuclear translocation activity, % at 5 µM; actives 0.3% (n = 190,000);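 active = nuclear translocation activity above 50% at 5 µM, with a well cell count of 50 or more; inconclusive = wells under 50 cells across six images, flagged as toxic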;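 note: per-cell ratio of nuclear to cytoplasmic median beta-catenin stain intensity; plate controls were DMSO negative control for no effect and GSK-3 inhibitor IX positive control for full effect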
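Test system: human HeLa cells, native beta-catenin. Compound dosing: 5 µM primary single dose, 0.1% DMSO, 0.02–20 µM confirmation series. Incubation: compound exposure 24 h at 37°C. Detection: beta-catenin immunostaining with DAPI counterstain, 20x imaging, 6 fields/well. Read-out basis: Nuclear/cytoplasmic beta-catenin signal ratio, % activation.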
T cell HTS = T cell immune modulators affecting CD8 T cell-vesicle binding; 2C CD8+ T cell-vesicle binding, flow cytometry; stronger effect = lower value; actives 0.068% (n = 330,000); calls only at 7 µM;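 active = response, share of CD8 T cells binding vesicles, and their 90th percentile fluorescence all below set limits, cut at about 80% in these data, passing the limit was not always enough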
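Material: murine 2C transgenic CD8+ T lymphocytes / Also added: QL9-peptide-loaded Drosophila micro-vesicles bearing Ld, ICAM-1 and B7-1 / Schedule: binding step 1.5 h, 37 °C, antibody labelling 20 min, ice / Signal: flow cytometry, PE anti-B7-1 (FL2) versus Alexa647 anti-CD8 (FL8), PFA-fixed / Evaluation: percent CD8+ FL2 mean versus row control / Benchmarks: naked versus QL9-loaded vesicles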
Myeloid diff 2 = myeloid differentiation induction; calls only at 10 µM; ER-HoxA9 myeloid progenitors, lysozyme-GFP differentiation, flow cytometry; AID 624256; actives 1% (n = 360,000);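 active = normalized GFP-positive differentiation at or above the plate's own cutoff, the solvent-only control mean plus 3 SD; inconclusive = no clear call, values can overlap the other calls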;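 note: cells exposed to compound for four days before flow analysis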
West Nile antiviral = inhibition of WNV-induced cytopathic effect – cell-based, CPE readout (AID 1621); West Nile virus-infected cells, CPE inhibition; higher % means a stronger effect; one-dose CPE inhibition, % at 10 µM; IC50 in µM for titrated hits; actives 0.02% (n = 290,000); in the data active = a potency from the dose series; inconclusive = CPE inhibition mostly from about 3.7% at the one dose, without a potency; inactive = the rest, 99 in 100 with CPE inhibition below about 2.2%; note: strong numbers were not always called active
WT yeast gro inh mutant strain = also measured in WT yeast gro inh; calls as there; inhibition, %; mitochondrial fusion phenotypic screen, mutant strain inhibition
bCat nuc transl cell count 5 µM = second read-out of bCat nuc transl, no call of its own (marks repeat the call); cell count; measured here: cell count, cytotoxicity flag
T cell HTS vesicle-bound % = also measured in T cell HTS; calls as there; double positive events, %; measured here: CD8+ vesicle-bound cell fraction;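 binding gate set so that unloaded-vesicle control wells show 10% double positive cells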
Myeloid diff 2 GFP+ MAC1+ % = further read-out of Myeloid diff 2, marked with its call; GFP+ MAC1+ double positive, %; measured here: differentiation confirmed by MAC1 staining
The depositor's hits bear a star; i = inactive; ? = inconclusive; / = not tested or not shown; & = joins results of further samples.

SMILES	WT yeast gro inh	WT yeast gro inh mutant strain	SV40 large T antigen	MgcRacGAP inhibition	RSV antiviral HEp-2	PhoP inhibition	bCat nuc transl	bCat nuc transl cell count 5 µM	T cell HTS	T cell HTS vesicle-bound %	Myeloid diff 2	Myeloid diff 2 GFP+ MAC1+ %	West Nile antiviral
CCOC(=O)C1(Cc2cccc(F)c2)CCN(CCCn2cccn2)CC1	/	/	2.0%	-1.9%	-0.5%	-10.9%	1.5	1259	i	53.3	i	0.6	-0.1%
O=C(c1cc2cc(Cl)ccc2[nH]1)N1CCN(c2ccc(F)cc2)CC1	/	/	7.7%	-3.4%	1.2%	-0.2%	/	/	i	62.5	i	0.4	-0.6%
CCOc1ccc(N(CC)S(=O)(=O)c2ccc3c(c2)n(C)c(=O)c(=O)n3C)cc1	-6.9	-1.4	-1.5%	6.2%	1.0%	-10.8%	0.2	1140	i	36.5	i	5.3	-0.1%
COc1ccc(NC(=O)c2ccco2)cc1NC(=O)c1ccc(Br)o1	21.7	13.2	8.9%	8.4%	-0.3%	9.4%	/	/	i	11.2	i	3.9	1.2%
C(=N\NC(=Nc1ccccc1)c1ccccn1)/c1ccccn1	1.6	11.3	1.7%	5.7%	2.4%	-17.3%	0.4	1030	i	22.8	i	0.0	1.0%
Cc1ccc(C(=O)Nc2ccsc2C(=O)O)cc1	/	/	-11.7%	11.3%	2.2%	17.4%	/	/	i	29.4	i	0.2	-0.2%
O=C(Nc1cccc(F)c1)N(Cc1ccc(Cl)cc1)CC(O)C(F)(F)F (stereo unspecified)	70.6*	49.9*	2.5%	9.8%	11.7%	-9.2%	-0.6	1063	i	31.5	i	0.6	-0.8%
CCC1(CC)NC(=O)N(CC(=O)N2N=C(c3ccc(Cl)cc3)CC2c2ccco2)C1=O (stereo unspecified)	5.9	-9.0	2.6%	-3.5%	12.8%	-3.2%	-3.3	1219	i	43.8	i	0.8	-1.4%
C/C(=N\N(c1ccccc1)c1ccccc1)c1ccc(O)cc1	/	/	13.1%	30.3%	15.0%	6.5%	/	/	i	35.7	i	0.4	-0.1%
O=C(Cn1cncn1)NCc1ccc(Cl)cc1	-5.7	-11.2	6.0%	2.6%	1.2%	5.0%	1.5	972	i	39.1	i	0.4	0.0%
CC1CCCN(CCCNC(=O)C2CCN(S(=O)(=O)N3CCC4(CC3)OCCO4)CC2)C1 (stereo unspecified)	/	/	10.0%	3.1%	2.4%	0.6%	/	/	i	14.0	i	1.9	0.0%
Cc1cc(SC(C)C(=O)NCC(=O)Nc2ccc(F)c(F)c2F)nc2ccccc12 (stereo unspecified)	-2.6	10.4	-0.1%	7.4%	3.1%	-11.1%	-0.8	1075	i	0.2	i	1.8	-1.5%
CCN(CC)C(=O)c1sc(NC(=O)c2cccnc2)c(C(=O)OC)c1C	-9.7	-21.6	10.1%	4.8%	3.6%	2.5%	-0.4	977	i	34.1	i	0.2	0.0%
O=C(COC(=O)/C=C/c1cccc(Cl)c1)NCCC1=CCCCC1	9.8	-3.0	8.7%	5.8%	0.5%	-5.8%	-1.7	1175	i	48.8	i	0.6	0.6%
COc1ccc(S(=O)(=O)N2CCOCC2)cc1NC(=O)CSc1nnc2ccccn12	-20.3	-4.1	3.9%	/	-2.4%	-1.7%	0.9	1082	i	12.1	/	/	0.3%
N[C@H]1C(O)O[C@H](CO)[C@@H](O)[C@@H]1O (stereo partly specified)	/	/	20.8%	0.0%	-0.8%	-4.0%	/	/	/	/	i	3.3	/
O=C(c1cccc(S(=O)(=O)N2CCOCC2)c1)N1CCN(c2ccc(F)cc2)CC1	-7.1	10.0	2.2%	-2.1%	0.0%	-7.2%	-4.6	1006	i	7.9	i	2.1	-0.1%
CC(=O)/C=C(/C)NC(Cc1c[nH]c2ccccc12)C(=O)O (stereo unspecified)	24.1&-15.4	7.8&2.6	-6.6%&12.7%	-2.4%&2.6%	2.1%&4.4%	-9.7%&0.9%	-5.4&-0.4	677&1102	i	45.3&48.7	i	16.9&0.6	0.0%&0.6%
CCc1cccc(NC(=S)N(CCCOC(C)C)C2CCN(C(C)=O)CC2)c1	/	/	22.3%	9.6%	3.7%	2.0%	/	/	i	43.5	i	0.6	0.0%
O=C(Nc1cccc2c1CCCC2)C1CCN(c2nnnn2-c2ccccc2)CC1	6.8	8.0	-3.3%	2.6%	0.7%	-6.5%	-1.9	1066	i	39.4	i	2.3	-0.9%
Cc1cc(=O)[nH]c(SCC(=O)Nc2ccc(Br)cc2)c1C#N	1.7	-9.3	16.4%	6.9%	14.5%	3.8%	/	/	i	10.9	i	0.7	-0.2%
Cc1ccc(NC(=O)COC(=O)[C@H](C)NC(=O)c2ccccc2)cc1S(=O)(=O)N1CCOCC1	/	/	14.3%	1.3%	0.0%	/	-1.3	1356	i	23.9	i	0.2	0.2%
Cc1ccc(C)c(NC(=O)COC(=O)CCc2ccc(S(=O)(=O)N3CCOCC3)cc2)c1	-4.3	-18.0	7.4%	-1.3%	5.4%	5.9%	-2.8	1152	i	60.4	i	0.1	0.0%
CCN1CCN(C(=O)C2CCN(C(=O)c3cc4sccc4n3CC)CC2)CC1	6.8	-0.9	5.3%	9.9%	0.5%	0.0%	-3.0	1093	i	14.9	i	1.4	0.4%
COc1cccc(C(=O)OCC(=O)c2c(N)n(C)c(=O)n(C)c2=O)c1	/	/	/	3.4%	1.6%	/	/	/	i	56.6	i	0.8	/

Single records (already shown). Order of screens: WT yeast gro inh | WT yeast gro inh mutant strain | SV40 large T antigen | MgcRacGAP inhibition | RSV antiviral HEp-2 | PhoP inhibition | bCat nuc transl | bCat nuc transl cell count 5 µM | T cell HTS | T cell HTS vesicle-bound % | Myeloid diff 2 | Myeloid diff 2 GFP+ MAC1+ % | West Nile antiviral
Cc1ccc(C)c(NC(=O)COC(=O)CCc2ccc(S(=O)(=O)N3CCOCC3)cc2)c1 in the list: -4.3 | -18.0 | 7.4% | -1.3% | 5.4% | 5.9% | -2.8 | 1152 | i | 60.4 | i | 0.1 | 0.0%
C(=N\NC(=Nc1ccccc1)c1ccccn1)/c1ccccn1 in the list: 1.6 | 11.3 | 1.7% | 5.7% | 2.4% | -17.3% | 0.4 | 1030 | i | 22.8 | i | 0.0 | 1.0%

Later entries.
SMILES	WT yeast gro inh	WT yeast gro inh mutant strain	SV40 large T antigen	MgcRacGAP inhibition	RSV antiviral HEp-2	PhoP inhibition	bCat nuc transl	bCat nuc transl cell count 5 µM	T cell HTS	T cell HTS vesicle-bound %	Myeloid diff 2	Myeloid diff 2 GFP+ MAC1+ %	West Nile antiviral
Cc1cc(NCCCN(C)C)n2c(nc3ccccc32)c1C#N	/	/	1.3%	/	-0.4%	-3.3%	/	/	i	33.5	i	0.7	0.4%
O=C(CSC1CC(=O)N(CCc2ccccc2)C1=O)Nc1ccc(Cl)cc1 (stereo unspecified)	2.0	-3.7	4.1%	6.7%	3.2%	0.2%	-1.4	1234	i	22.3	i	0.3	-0.3%
COCCNc1cc(N)c([N+](=O)[O-])cc1[N+](=O)[O-]	4.6	0.8	7.3%	13.2%	?	28.2%	-7.3	66	i	41.6	i	0.8	-0.4%
Cc1cc(C)cc(OCC(=O)Nc2ccccc2C(=O)N2CCOCC2)c1	/	/	0.7%	6.2%	1.8%	-4.1%	/	/	i	11.9	i	0.6	-0.3%
CCc1cccc(N(C(=O)c2csnn2)C(C(=O)NC(C)(C)CC)c2ccccn2)c1 (stereo unspecified)	10.9	-11.8	-2.7%	3.3%	-1.2%	3.0%	1.6	954	i	32.2	i	0.6	-0.8%
O=[N+]([O-])c1cc2c(cc1/C=N/n1c(-c3ccccn3)n[nH]c1=S)OCO2	9.1	-2.1	?	27.5%	-0.4%	1.6%	/	/	i	26.9	i	0.2	0.2%
NS(=O)(=O)c1ccc(CCNC(=O)C2(S(=O)(=O)c3ccc(Cl)cc3)CC2)cc1	/	/	5.4%	12.9%	1.1%	1.2%	/	/	i	52.3	i	0.4	-0.6%
CC(C)c1cc2c(c(O)c1O)[C@@]13CCCC(C)(C)C1CC2OC3=O (stereo partly specified)	/	/	?	-44.7%	3.3%	-0.2%	/	/	i	6.5	i	2.6	-1.3%
COC(=O)c1ccc(Nc2nc(N3CCOCC3)nc(N3CCOCC3)n2)cc1	/	/	16.2%	7.1%	0.9%	-7.7%	/	/	i	53.8	?	/	0.9%
CC1CCN(CC(=O)c2cccs2)CC1	4.4	0.9	6.1%	2.8%	0.6%	1.9%	-0.9	1031	i	35.1	i	0.6	0.1%
C=C(C)COc1ccc(-c2ncnc(C(F)(F)F)c2-c2ccc(OC)cc2)c(O)c1	/	/	14.4%	10.6%	11.2%	-12.9%	/	/	i	26.2	i	0.3	1.2%

Ordered by value in RSV antiviral HEp-2 (highest first): four from the list above.
| compound | WT yeast gro inh mutant strain | SV40 large T antigen | MgcRacGAP inhibition | RSV antiviral HEp-2 | PhoP inhibition | T cell HTS | T cell HTS vesicle-bound % | Myeloid diff 2 GFP+ MAC1+ % | West Nile antiviral |
| --- | --- | --- | --- | --- | --- | --- | --- | --- | --- |
| Cc1ccc(C)c(NC(=O)COC(=O)CCc2ccc(S(=O)(=O)N3CCOCC3)cc2)c1 | -18.0 | 7.4% | -1.3% | 5.4% | 5.9% | i | 60.4 | 0.1 | 0.0% |
| O=C(CSC1CC(=O)N(CCc2ccccc2)C1=O)Nc1ccc(Cl)cc1 (stereo unspecified) | -3.7 | 4.1% | 6.7% | 3.2% | 0.2% | i | 22.3 | 0.3 | -0.3% |
| O=C(c1cc2cc(Cl)ccc2[nH]1)N1CCN(c2ccc(F)cc2)CC1 | / | 7.7% | -3.4% | 1.2% | -0.2% | i | 62.5 | 0.4 | -0.6% |
| CC1CCN(CC(=O)c2cccs2)CC1 | 0.9 | 6.1% | 2.8% | 0.6% | 1.9% | i | 35.1 | 0.6 | 0.1% |
